UDG counter – blocks uracil-DNA glycosylase in AID counter-screen. FRET deamination/UDG coupled assay, UDG read, 4 h. Potency, µM (highest dose often 115 µM), for the others: top-dose activity change, negative = inhibition, hits mostly inhibitors. hit rate 0.14% among 91,000; further: nearly all actives have a fitted effect of over 65% in size
AID inh – inhibitors of human activation induced cytidine deaminase; Potency, µM (top dose mostly 115 µM), for the others: top-dose activity change, negative = inhibition, usual class: inhibitors; AID deamination FRET fluorescence, UDG-coupled, 4 h; Q9GZX7; hit rate 0.32% among 91,000; further: nearly all actives have a fitted effect of over 25% in size
Target sequence (Q9GZX7 whole entry, looked up): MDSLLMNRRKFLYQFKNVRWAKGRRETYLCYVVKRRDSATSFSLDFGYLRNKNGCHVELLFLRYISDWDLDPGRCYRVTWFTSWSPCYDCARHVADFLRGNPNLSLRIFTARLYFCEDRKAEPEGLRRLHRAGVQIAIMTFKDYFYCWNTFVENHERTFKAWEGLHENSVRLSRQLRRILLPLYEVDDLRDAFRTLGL
An asterisk follows results filed as active; ? = inconclusive; [ ] = remark or other dose. The call rests on the fitted dose curve; in most records, active means well fitted curve in the direction sought with a large enough effect; inconclusive means small, poorly fitted or top-dose-only effect, or another doubt; inactive means no such curve, though single readings can be large; an effect the other way counts as inactive or inconclusive. On the % scale 0 is the no-effect control and ±100 the full control effect; potency means the concentration at half of the fitted maximal effect. This is a subset; rates above refer to the full screens.

Compound,AID inh,UDG counter
COC(=O)c1ccc(NC(=O)CN(C)S(=O)(=O)c2ccc(Br)s2)cc1,-4%,-7%[57.5 µM]
COCC(C)NS(=O)(=O)c1ccc(N2CCCCS2(=O)=O)cc1 (configuration not stated),-3%,0%
Cc1ccc(Cl)cc1Nc1nn2c(=O)c3ccc(C(=O)NC4CCCCC4)cc3nc2s1,-12%,52%[activator]
CCOC(=O)c1c(Nc2ccc(F)cc2)nnc(-c2ccccc2)c1-c1ccccc1,-13%,-1%
CCN(Cc1nc(-c2ccc(OC)c(OC)c2)no1)S(=O)(=O)c1ccc(OC)cc1,-11%,1%
N#Cc1ncn(CCC(=O)Nc2c(Cl)cccc2Cl)n1,-2%,1%
Cc1ccc(-c2ccc(=O)n(Cc3cc(C)ccc3C)n2)cc1,-16%,5%
CCNC(=O)C(=O)NCCc1c[nH]c2ccccc12,-3%,1%
COC(=O)c1cc2oc3ccccc3c2n1Cc1nc(-c2ccc(OC)cc2)oc1C,2%,13%
COc1ccccc1NC(=O)c1nn(C)c2c1CS(=O)(=O)c1ccccc1-2,6%,4%
CCCOc1ccccc1Oc1ncccc1CNC(=O)Nc1cccnc1,-2%,1%
CCCCC(=O)Nc1nnc(S(=O)(=O)N(CC)c2cc(C)cc(C)c2)s1,5%,-3%[57.5 µM]
COc1ccccc1NC(=O)c1c(C)cc(C)nc1SCC(=O)NCc1ccccc1,-12%,-9%
COc1cc(C(=O)OCC(=O)NC(C)C(C)C)cc(Cl)c1OC (configuration not stated),5%,-8%
CCS(=O)(=O)N1CCc2cc(C(=O)Nc3ccc(OC)c(Cl)c3)ccc21,-12%,?
O=C(Nc1cccc(F)c1)c1cnc2sc(N3CCCC3)nn2c1=O,1%,-1%
CCOC(=O)C[N+](C)(C)CCOC1CC2CCC1(C)C2(C)C (configuration not stated),2%,0%
CCN(CC)CCNC(=O)C(=O)Nc1c2c(nn1-c1ccc(F)cc1)CSC2,6%,6%
C=CCn1c(N)c(C(=O)OC)sc1=S,-3%,-10%
CC(C)(C)C(=O)NCCCC(=O)NCC(C)(C)c1ccccc1,-16%,-6%

Three entries drawn at random from those above:
Compound,AID inh,UDG counter
C=CCn1c(N)c(C(=O)OC)sc1=S,-3%,-10%
COc1ccccc1NC(=O)c1c(C)cc(C)nc1SCC(=O)NCc1ccccc1,-12%,-9%
CC(C)(C)C(=O)NCCCC(=O)NCC(C)(C)c1ccccc1,-16%,-6%

Continued:
Compound,AID inh,UDG counter
COc1ccc(C(=O)Nc2ccc3oc(-c4ccc(OC)cc4)nc3c2)cc1,16%,-3%
Cc1ccc(CSc2oc(-c3ccco3)nc2S(=O)(=O)c2ccc(C)cc2)cc1,-3%,-8%
Brc1ccccc1-c1nc(-c2ccncc2)no1,-8%,-2%
CCOc1ccccc1C(=O)NCc1ccc2c(c1)CCN2C(=O)c1ccc(F)cc1,-2%,?
Cc1nn(C)c(C)c1CC(=O)N1CCN(S(=O)(=O)c2c(C)noc2C)CC1,3%,9%
O=C(Nc1nc2nc(-c3ccccc3)cc(=O)n2[nH]1)c1ccc(F)cc1,?,7%
CCOc1ccccc1NC(=O)Nc1ccc2nc(N3CCN(C)CC3)cc(C)c2c1,?,-16%
Cc1c(NC(=O)c2ccc(-c3cccc([N+](=O)[O-])c3)o2)cccc1-c1nc2cc(Cl)ccc2o1,30%,6%
CCCCNC(=O)c1cccc(NC(=O)c2ccccc2C)c1,1%,-2%
CCN(CC)S(=O)(=O)c1ccc(N(C)C)c(NS(=O)(=O)c2c(C)cc(C)cc2C)c1,-5%,-11%
CCCCNC(=S)N/N=C(/C)c1ccccn1,4%,6%
CCn1cc(S(=O)(=O)c2cc(C)cc(C)c2)c(=O)c2cc(F)c(N3CCC(C)CC3)cc21,4%,3%
COc1ccc(Cl)cc1C(=O)Nc1c(N2CCCC2)c2ccccc2oc1=O,-24%,-9%
Cc1ccc(/C=C2\CCc3ccccc3C2=O)cc1,-14%,-1%
COC(=O)/C(C#N)=C\c1cn[nH]c1C(C)(C)C,-1%,-7%
CCCC(CCC)C(=O)Nc1cc(-c2cn3cccnc3n2)ccc1OC,8%,3%[57.5 µM]
CSc1cccc(NC(=O)C(C)SC)c1 (configuration not stated),0%,-7%
CCOC(=O)CC(=O)CSc1nc2ccccc2c(=O)n1CCc1ccccc1,-10%,5%
CCNc1nc(Oc2ccc(OCC(=O)OC)nn2)nc(N2CCOCC2)n1,7%,2%
O=C(Nc1ccc(Br)cc1F)c1ccc2nc(CCc3ccccc3)oc2c1,-6%,?
CC1CCCCN1CCNC(=O)C12CC3CC(CC(C3)C1)C2 (configuration not stated),6%,5%
Cc1ccc(Cn2c(CO)cnc2SCc2ccc(F)cc2)cc1,-10%,-12%
O=C(OCc1cccc([N+](=O)[O-])c1)C1CCCN1C(=O)C12CC3CC(CC(C3)C1)C2 (configuration not stated),-14%,0%
Cc1cc(C)cc(NS(=O)(=O)c2ccc3[nH]cc(C(=O)NCCc4ccccc4)c(=O)c3c2)c1,7%,-11%[57.5 µM]
CC(C)NC(=O)c1cnn(-c2ccccc2F)c1-n1cccc1,-1%,-2%
c1ccc(-n2ncc3c(NC4CCCCCCCCCCC4)ncnc32)cc1,-19%,-6%
CNC(=O)c1ccc(-c2nc(CN3CCN(C(=O)Nc4ccc(Cl)cc4)CC3)c(C)o2)cc1,-7%,-8%
Cc1ccc(NC(=O)c2cnc(SCC(=O)Nc3cc(C)on3)n(C)c2=O)cc1,5%,4%
C=CCn1c(-n2nc(C)c(C)c2C)nc2c1c(=O)[nH]c(=O)n2C,-16%,-7%
CCN1CCN(CCNC(=O)c2c(C)nn(-c3ccc(F)cc3)c2-n2cccc2)CC1,-6%,2%
COC(=O)c1ccc(CNC(=O)C(Sc2ccccc2)c2ccccc2)cc1 (configuration not stated),4%,1%
Cc1cccc(NC(=O)Cn2c(=O)oc3cc(S(=O)(=O)NC4CCCC4)ccc32)c1,2%,3%
CCSc1nc2c(c(=O)[nH]1)C(c1ccc(C)o1)C1=C(CCCC1=O)N2 (configuration not stated),-3%,-4%
Cc1ccc(NC2(c3ccccc3)C(=O)c3ccccc3C2=O)cc1F,33%[activator],6%
COc1ccccc1/C=C/C=C(/C#N)C(=O)Nc1ccccc1C(=O)O,?,-4%
COC(=O)c1sc2c(c1C)c(=O)n(-c1ccccc1)c(=O)n2CC(=O)Nc1cccc(C)c1,1%,?
Cc1ccc(C)c(NC(=O)C2CCCN(c3nc4ccccc4s3)C2)c1 (configuration not stated),?,-5%
CCOC(=O)COc1ccc2c(=O)c(-c3ccc(OC)c(OC)c3)c(C(=O)OCC)oc2c1,-14%,-15%
CCC(C)OC(=O)COc1ccc2c(=O)c(-c3ccccc3Cl)coc2c1 (configuration not stated),-10%,-2%
CCC(=O)N1CCc2cc(S(=O)(=O)NC(Cc3ccccc3)C(=O)NCc3ccccc3OC)ccc21 (configuration not stated),1%,1%

19 entries from above, with two lines to a compound.
Results follow in this order: AID inh	UDG counter
O=C(Nc1cccc(F)c1)c1cnc2sc(N3CCCC3)nn2c1=O
 : 1%	-1%
CCOC(=O)C[N+](C)(C)CCOC1CC2CCC1(C)C2(C)C (configuration not stated)
 : 2%	0%
CCN(CC)CCNC(=O)C(=O)Nc1c2c(nn1-c1ccc(F)cc1)CSC2
 : 6%	6%
C=CCn1c(N)c(C(=O)OC)sc1=S
 : -3%	-10%
CC(C)(C)C(=O)NCCCC(=O)NCC(C)(C)c1ccccc1
 : -16%	-6%
COc1ccc(C(=O)Nc2ccc3oc(-c4ccc(OC)cc4)nc3c2)cc1
 : 16%	-3%
Cc1ccc(CSc2oc(-c3ccco3)nc2S(=O)(=O)c2ccc(C)cc2)cc1
 : -3%	-8%
Brc1ccccc1-c1nc(-c2ccncc2)no1
 : -8%	-2%
CCOc1ccccc1C(=O)NCc1ccc2c(c1)CCN2C(=O)c1ccc(F)cc1
 : -2%	?
Cc1nn(C)c(C)c1CC(=O)N1CCN(S(=O)(=O)c2c(C)noc2C)CC1
 : 3%	9%
O=C(Nc1nc2nc(-c3ccccc3)cc(=O)n2[nH]1)c1ccc(F)cc1
 : ?	7%
CCOc1ccccc1NC(=O)Nc1ccc2nc(N3CCN(C)CC3)cc(C)c2c1
 : ?	-16%
Cc1c(NC(=O)c2ccc(-c3cccc([N+](=O)[O-])c3)o2)cccc1-c1nc2cc(Cl)ccc2o1
 : 30%	6%
CCCCNC(=O)c1cccc(NC(=O)c2ccccc2C)c1
 : 1%	-2%
CCN(CC)S(=O)(=O)c1ccc(N(C)C)c(NS(=O)(=O)c2c(C)cc(C)cc2C)c1
 : -5%	-11%
CCCCNC(=S)N/N=C(/C)c1ccccn1
 : 4%	6%
CCn1cc(S(=O)(=O)c2cc(C)cc(C)c2)c(=O)c2cc(F)c(N3CCC(C)CC3)cc21
 : 4%	3%
COc1ccc(Cl)cc1C(=O)Nc1c(N2CCCC2)c2ccccc2oc1=O
 : -24%	-9%
Cc1ccc(/C=C2\CCc3ccccc3C2=O)cc1
 : -14%	-1%

Next structures follow:
Compound,AID inh,UDG counter
CCOc1ccc(NC(=O)c2ccc(-c3cccc(Cl)c3C)o2)cc1,12%,13%
CN(C)c1ccc(CNC(=O)c2cccc(NC(=O)N3CCSc4ncccc43)c2)cc1,1%,9%
Cc1ccc(NC(=O)c2cc(-c3cccnc3)nc3ccccc23)cc1,-1%,-2%
CC(C)(CC(=O)NCc1ccc(Cl)cc1Cl)CC1=NS(=O)(=O)c2ccccc2N1,12%,2%
COc1ccc(NC(=O)CC2C(=O)N(c3ccc(C)cc3)C(=O)N2C2CCCC2)cc1 (configuration not stated),11%,0%[57.5 µM]
COc1ccc2cc(CNc3ccc(OC)c(OC)c3)c(=O)n(CC(=O)Nc3ccccc3F)c2c1,11%,-6%
O=C(CCC1CCCCC1)NCCc1cccc(Cl)c1,-12%,-2%
CC(C)CCN(C(=O)Nc1ccc(Cl)c(Cl)c1)C(C)c1cccs1 (configuration not stated),-15%,-10%[57.5 µM]
Cc1ccc2c(c1)C=C(C(=O)Nc1ccc3oc(=O)ccc3c1)C=CO2,-11%,-3%
O=C(Cn1c(SCC(=O)Nc2ccc(F)cc2)nc2ccccc21)NCc1ccc(F)cc1,5%,-5%
COc1cc(CNC2CCCc3ccccc32)cc(OC)c1 (configuration not stated),-8%,-1%
COc1cc(OC)cc(-c2nc3n(n2)C(c2ccncc2)C2=C(CC(C)(C)CC2=O)N3)c1 (configuration not stated),-3%,-2%
Cc1cccc(NC(=O)C2CCN(S(=O)(=O)c3cccc4nsnc34)CC2)c1C,2%,-3%
Cc1cccc(C(=O)Nc2ccc3oc(-c4ccncc4)nc3c2)c1,-18%,-8%
CCOc1ccc2c(=O)c(-c3ccc(OC)c(OC)c3)c(C)oc2c1,-5%,-1%
CCNC(=S)Nc1ccc(C)cc1Cl,-1%,1%
CCOc1ccccc1NC(=O)c1c(NC(=O)COc2ccccc2)sc2c1CCCCC2,-3%,-6%
Cc1ccc2[nH]c3c(=O)n(CC(=O)N4CCN(c5ccccc5F)CC4)ncc3c2c1,9%,49%[activator]
CC(Oc1cccc(Cl)c1Cl)C(=O)NN (configuration not stated),14%,6%
CC(=O)N1CCCc2cc(S(=O)(=O)N3CCCCC3)ccc21,-9%,10%
COc1ccc2c(c1OC)C(=O)O[C@@H]2[C@H]1c2c(cc3c(c2OC)OCO3)CCN1C,-2%,-7%
COc1ccc(-c2ccc3c(N)c(C(=O)Nc4cc(F)ccc4C)sc3n2)cc1,36%[activator],-7%
O=C(c1ccc(Cl)cc1)c1cn(Cc2ccccc2)c2cc3c(cc2c1=O)OCCO3,?,-16%
Cc1cc(C)c2c(=O)n(CC(=O)Nc3ccccc3)c(=O)n(-c3ccccc3)c2n1,12%,-2%
CCc1ccccc1NC(=O)C1CCCN(c2cnccn2)C1 (configuration not stated),-1%,-2%
CN1CCOc2ccc(S(=O)(=O)NCc3ccc4c(c3)OCO4)cc21,2%,0%
CCN(CC)C(=O)c1c(-c2ccccc2)c(-c2ccccc2)nn(C)c1=O,19%,5%[57.5 µM]
COc1ccc(CCNC(c2ccc(F)cc2)c2nnc(-c3ccccc3Cl)o2)cc1OC (configuration not stated),?,?
